# Tb hexokinase: blocks Trypanosoma brucei hexokinase 1 activity; recombinant TbHK1, G6PDH-coupled NADH A340; inhibition, % at 10 µM; 220,000 tested, 0.11% active;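 active = inhibition of 50% or more in the single-dose primary screen; inactive = inhibition below 50%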
# Cl transport mod: modulates chloride dependent transport by human KCC2. Q9H2X9. KCC2 cells, thallium flux FluoZin-2 fluorescence. B-score of Tl+ flux slope (higher = more flux/activation; lower = inhibition) at 10 µM. 190,000 tested, 2.2% active;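 active = thallium flux slope and its plate-corrected score both differing from the plate sample mean at a set confidence after two filtering rounds, in either direction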;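 also: slope of fluorescence scaled to starting intensity during 10 to 20 s after thallium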
# Target sequence (Q9H2X9 whole entry, looked up): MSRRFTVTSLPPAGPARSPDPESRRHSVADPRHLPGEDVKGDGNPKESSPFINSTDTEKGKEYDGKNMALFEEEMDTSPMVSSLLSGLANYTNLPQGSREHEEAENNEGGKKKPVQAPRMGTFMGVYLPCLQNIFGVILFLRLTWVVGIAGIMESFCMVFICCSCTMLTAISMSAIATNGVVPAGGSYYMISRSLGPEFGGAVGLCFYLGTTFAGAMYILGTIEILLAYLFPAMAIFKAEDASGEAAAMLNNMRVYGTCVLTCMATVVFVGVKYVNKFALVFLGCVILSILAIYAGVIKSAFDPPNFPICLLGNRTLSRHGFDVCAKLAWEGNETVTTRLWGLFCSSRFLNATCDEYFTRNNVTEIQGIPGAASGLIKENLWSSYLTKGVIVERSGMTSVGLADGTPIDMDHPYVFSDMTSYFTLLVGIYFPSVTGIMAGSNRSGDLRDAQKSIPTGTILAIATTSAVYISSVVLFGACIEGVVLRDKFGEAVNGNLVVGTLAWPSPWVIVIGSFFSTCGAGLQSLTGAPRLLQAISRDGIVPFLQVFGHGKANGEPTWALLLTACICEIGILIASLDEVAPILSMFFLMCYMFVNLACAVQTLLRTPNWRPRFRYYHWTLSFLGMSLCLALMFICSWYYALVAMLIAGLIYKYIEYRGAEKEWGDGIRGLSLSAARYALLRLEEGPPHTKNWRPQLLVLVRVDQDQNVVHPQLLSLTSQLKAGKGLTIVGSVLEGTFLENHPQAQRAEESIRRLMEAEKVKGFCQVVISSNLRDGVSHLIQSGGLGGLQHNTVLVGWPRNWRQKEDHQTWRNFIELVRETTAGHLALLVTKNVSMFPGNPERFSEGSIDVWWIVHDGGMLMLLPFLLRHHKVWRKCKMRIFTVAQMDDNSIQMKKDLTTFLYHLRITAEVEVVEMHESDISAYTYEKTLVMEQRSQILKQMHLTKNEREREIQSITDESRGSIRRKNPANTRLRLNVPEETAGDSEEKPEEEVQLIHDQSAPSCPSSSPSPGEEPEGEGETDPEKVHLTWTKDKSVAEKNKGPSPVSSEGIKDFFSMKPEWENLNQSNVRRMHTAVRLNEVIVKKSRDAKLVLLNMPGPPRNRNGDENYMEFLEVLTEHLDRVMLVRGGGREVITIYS
# Thrombin inh: blocks human thrombin protease activity | inhibition, % at 5 µM | alpha-thrombin, Boc-VPR-AMC fluorogenic substrate cleavage | AID 1046 | 220,000 tested, 0.26% active | P00734;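 active = inhibition at or above 40%; inactive = inhibition below 40%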;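 also: 0% = enzyme with no compound and 100% = wells without enzyme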
#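 Assay system: human alpha-thrombin enzyme. Reagent: Boc-VPR-AMC substrate, 15 µM final. Compound dosing: one concentration per compound, 5 µM, with 0.2% DMSO. Incubation: room-temperature reaction. Technique: AMC fluorescence, 355/460 nm. Measure: % inhibition relative to enzyme controls and enzyme-free blanks.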
# m-calpain inh: calpain II (pig) inhibition; AID 1236; inhibition, % at 16 µM; 220,000 tested, 0.37% active; purified calpain II, fluorogenic peptide substrate, 30 min;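 active = inhibition above about 50%, limit read from the data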
# TRPN1 ag: zebrafish TRPN1 (NompC) channel agonism; 220,000 tested, 0.18% active; AID 1424; activation, % at 3 µM; HEK293 zebrafish TRPN1-YFP, Fluo-8 calcium fluorescence; 100% = response to 87 µM carbachol;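 active = activation above its plate's cutoff, the mean activation of test wells on that plate plus 3 SD, cut at about 19% in these data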;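 also: 0% = DMSO alone and 100% = 87 µM carbachol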
#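 Material: zebrafish TRPN1-YFP in HEK293 cells; Doses: single test compound dose, 3 µM nominal, 0.3% DMSO; Timing: dye loading 1 h at 37 °C, then 30 min room temperature; Technique: intracellular calcium fluorescence with Fluo-8; Benchmarks: high carbachol 87 µM, low DMSO alone.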
# PPC-1+TRAIL kill: kills PPC-1 cancer cells in the presence of TRAIL. PPC-1 cells + TRAIL, ATPLite viability luminescence. cell killing (% activity), % at 4 µM. 220,000 tested, 0.41% active;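 active = cell killing above 50% in the first pass at 4 µM, then a duplicate retest at 5 µM averaging 50% or more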;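 also: plate controls were cells with TRAIL plus DMSO for no effect and medium-only wells lacking cells for full effect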
# Furin inhibitor: inhibitors of human furin | inhibition, % at 30 µM | 220,000 tested, 0.061% active | AID 463115 | P09958 | purified furin, fluorogenic substrate cleavage; in the data active = inhibition above about 25%; also: inactives centre near -15
# TRPML3 agonist: agonists of human TRPML3 channel; AID 1448; HEK293 TRPML3-YFP, Fluo-8 calcium fluorescence; 100% = the carbachol control signal; activation, % at 3 µM; Q8TDD5; 220,000 tested, 0.29% active;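 active = activation above its plate's cutoff, the mean activation of the plate's test wells plus 3 SD, cut at about 12% in these data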;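 also: 0% = DMSO only wells and 100% = carbachol wells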
#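 Test system: HEK293 cells stably carrying human TRPML3-YFP; Doses: single dose, 3 µM final nominal compound, 0.3% DMSO final; Schedule: dye loading 1 h 37 °C then 30 min ambient, 125 s read; Technique: Fluo-8 calcium fluorescence; Benchmarks: high control carbachol 87 µM, low control DMSO.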
# EBV gp42 block: inhibitors of Epstein-Barr virus glycoprotein 42; Fluorescence polarization binding assay, mP read-out; inhibition, % (tested at 21.74 µM); 220,000 tested, 0.42% active; Q1HVG2; in the data active = inhibition above about 50%
# Active calls of the source: *; i = inactive; · = no result given; [ ] = dose if it differs, or a comment.
# Second line of a record – Tb hexokinase, Cl transport mod, Thrombin inh, m-calpain inh, TRPN1 ag, PPC-1+TRAIL kill, Furin inhibitor, TRPML3 agonist, EBV gp42 block
CC1CCCC(C)N1/N=C/c1ccc(N(C)C)cc1 (centres undefined)
    -34.1, 0.0168, ·, -12.6, 0.3, 19.4, 1.7, 0.3, -5.0
CCCn1nnnc1-c1cccc(Cl)c1
    -1.2, 0.461, 0.8, 16.9, 0.3, 15.9, -12.7[20 µM], 0.7, -9.6
COc1ccccc1NC(=O)CC(=O)CSc1nnc(-c2ccc(C)cc2)n1C
    -2.0, -0.689, 2.2, -60.1, -1.0, 13.4, -18.4, -0.6, -9.5
Cc1ccc(C(=O)C2=C(O)C(=O)N(CCCn3ccnc3)C2c2ccc(OC(C)C)cc2)o1 (centres undefined)
    -14.6, ·, 1.3, 4.6, 1.1, -17.2, -6.0, 0.4, -4.1
Cc1ccc2c(c1)nnn2C1CCN(S(=O)(=O)c2cccc(S(=O)(=O)N(C)C)c2)CC1
    -2.1, ·, 5.4, -3.0, 5.7, 28.2, -13.2, 1.9, -14.6
Cc1cc(C)cc(N2CN=c3s/c(=C\c4ccco4)c(=O)n3C2)c1
    9.0, -0.429, 1.4, -18.2, 1.4, -5.3, -4.1, 0.4, -2.5
CCCOc1ccc(CN(CCO)CCO)cc1[N+](=O)[O-]
    -10.8, 0.453, 0.4, 3.2, -0.1, 5.2, -23.6, 1.0, -17.8
Cc1c(NC(=S)N/N=C\c2ccccc2O)c(=O)n(-c2ccccc2)n1C
    -18.6, -0.973, -4.0, -253.8, 0.0, 5.3, -19.7, 0.6, -3.9
COC(=O)C(NC(=O)CCc1c(C)nc2ncnn2c1C)C(C)C (centres undefined)
    0.9, 0.538, -13.4, -2.1, 0.0, 10.1, -37.8[20 µM], 1.6, -4.3
Cn1cccc1Cc1nnc(SCC(=O)Nc2cccc(Cl)c2)n1-c1ccc(F)cc1
    3.3, -0.124, -4.0, 10.2, 1.4, 17.0, -10.9, 0.1, 13.1

# Limited to m-calpain inh, Furin inhibitor and PPC-1+TRAIL kill, for some of the entries so far:
Structure	m-calpain inh	Furin inhibitor	PPC-1+TRAIL kill
CCCn1nnnc1-c1cccc(Cl)c1	16.9	-12.7[20 µM]	15.9
COc1ccccc1NC(=O)CC(=O)CSc1nnc(-c2ccc(C)cc2)n1C	-60.1	-18.4	13.4

# Carrying on.
# Second line of a record – Tb hexokinase, Cl transport mod, Thrombin inh, m-calpain inh, TRPN1 ag, PPC-1+TRAIL kill, Furin inhibitor, TRPML3 agonist, EBV gp42 block
Nc1c([N+](=O)[O-])c(=O)sc2ccccc12
    -6.0, -1.87, -2.9, 25.0, -0.1, 20.6, -14.5, 0.6, -11.9
Clc1ccc(Cc2ccc(Cl)nn2)c(Cl)c1
    0.2, -0.0395, -2.4, -9.8, -2.5, 4.8, -14.7, -1.7, -9.2
Cc1cccc(NC(=S)NNC(=O)c2ccc(Br)o2)c1
    -6.9, 1.34, -1.2, -1.3, -0.2, 12.0, -14.9[20 µM], 0.9, -6.5
COc1ccc2cc(C)c(SCC(=O)Nc3cc(C)on3)nc2c1
    -0.5, 0.339, -0.1, 12.6, -1.4, -1.8, -0.9, 0.1, -15.7
COc1cc(C)nc(N2CCC(C(=O)NC3CCCCC3)CC2)n1
    -5.5, ·, -3.7, 32.4, 0.0, -9.3, 4.2[20 µM], 0.7, -16.6
COC(=O)C1=C(N)Oc2cc(C)[nH]c(=O)c2C1c1cccnc1 (centres undefined)
    -0.3, 0.0938, 6.2, 10.1, 1.6, 16.9, -3.4, 0.1, -5.6
CCOC(=O)Cc1csc(NC(=S)NC(=O)c2cccc([N+](=O)[O-])c2)n1
    -6.1, 9.62*, -0.9, 1.1, 0.3, 18.5, -19.1, 0.2, -13.6
Cc1nnsc1C(=O)Nc1cccc(Cl)c1C
    2.7, -0.379, -0.6, -13.6, -0.7, 27.4, -19.9, 0.1, -6.7
NC(=S)N/N=C1\CC(c2ccc3c(c2)OCCO3)Oc2ccc(F)cc21 (centres undefined)
    -18.0, 0.885, -3.3, -22.3, -1.4, -7.4, -9.9, -0.2, 2.7
COc1ccc(C(=O)CCC(=O)N2CCN(c3ccc(N4CCOCC4)nn3)CC2)cc1
    -4.0, ·, 1.5, -145.7, 0.5, -10.1, -8.3, 0.4, -21.7
COc1ccc(C2=Nc3nc(-c4ccccc4)cn3C(c3ccc(OC)cc3)C2)cc1 (centres undefined)
    -18.3, -0.567, -7.8, -104.5, -0.5, -19.3, -19.3, -0.1, -20.3
CCCCn1c(SCC(=O)N2CCCC2)nc2cc(S(N)(=O)=O)ccc21
    3.3, 0.491, -5.7, -7.4, 2.5, 30.7, -28.0, 1.1, -11.5
CC(C)(C)n1nnnc1C(c1cccc(C#N)c1)N1CCCCCC1 (centres undefined)
    -1.7, -0.0126, 2.3, 25.2, 0.1, 0.8, -18.1[20 µM], -0.2, 6.6
Nc1nc2nc(-c3ccc(Cl)cc3)cc(C(F)(F)F)n2n1
    -4.3, 1.38, -5.4, i, -1.8, -22.2, -45.2[20 µM], 0.4, -11.2
CC(=O)Oc1ccc2c(=O)c(N3C(=O)c4ccccc4C3=O)c(C)oc2c1C
    -2.4, -0.0345, -1.6, -23.5, -0.1, 17.1, -17.7, 0.0, 8.8
C=CCn1c(SCc2cc(=O)n3cc(C)ccc3n2)nnc1-c1ccc(F)cc1
    -13.0, 0.199, -2.5, 2.9, 0.5, 12.7, -3.5, -0.2, -8.2
CN(Cc1ccccc1)C(=O)COC(=O)C1CCN(S(=O)(=O)c2cccs2)CC1
    -0.1, -0.867, -2.0, -14.5, 2.1, 2.7, -25.4, 2.1, -3.4
COc1ccc(N2C(=O)CC(NC3CCCCNC3=O)C2=O)cc1 (centres undefined)
    -3.8, -0.687, -9.5, 12.3, 1.0, 19.8, -19.0[20 µM], 0.8, -2.7
CCOc1ccc(N(CC(=O)O)S(=O)(=O)c2cccnc2)cc1
    6.1, -0.0219, -7.3, -11.9, 3.0, 15.2, -14.2, -0.4, 0.7
COC(=O)c1cc2c(ccn2-c2ccc(F)cc2)n1CC(=O)N1CCN(C(=O)c2ccco2)CC1
    -8.4, -6.69*, 0.8, -193.3, 1.0, -12.8, -6.9, 0.5, -1.5
COc1ccccc1Sc1nc(-c2ccccn2)ncc1OC
    -3.1, ·, 4.0, -2.8, 0.4, -1.2, -8.6, 0.0, -7.4
COc1ccc(-n2nc(C(=O)Nc3nc4ccc(OC)cc4s3)c3ccccc3c2=O)cc1
    -26.9, 0.857, -2.2, 10.3, 1.3, 2.6, -8.1, 1.2, 3.7
CC(=O)c1ccc(NC(=O)COc2ccc3c(c2)OCO3)cc1
    -10.3, -0.387, -4.6, 24.8, -1.8, 24.5, -7.2, 0.0, -19.5
c1ccc(COc2cccc(CNCc3ccccn3)c2)cc1
    2.3, -0.246, 0.9, 15.5, 0.7, 14.7, -23.9, -0.3, -0.5
COCCNC(=O)Cn1cc(C(=O)c2ccco2)c2ccccc21
    -26.1, 0.0898, -8.0, -11.1, 0.2, -1.3, -24.9, 1.2, -4.7
CSc1cccc(NC(=O)c2ccccc2N(C)S(C)(=O)=O)c1
    5.9, 0.866, -1.2, -15.7, -0.7, -5.9, -4.8[20 µM], 0.1, -11.5
COc1ccc(C(=O)Oc2cccc(Nc3ncnc4ccccc34)c2)cc1OC
    -21.8, -2.66, 0.2, -0.9, 7.0, 16.3, -12.4, 3.4, 2.6
CCN1CCCC1CNC(=O)CN1C(=O)COc2ccc(C)cc21 (centres undefined)
    -5.7, -0.386, 1.4, -7.5, 0.9, 12.6, -12.4, 0.3, -25.1
CCOC(=O)c1sc(C)c2c1NC1(CCCCC1)NC2=O
    -20.4, ·, -6.1, -385.5, -0.1, 5.1, -3.9, -0.6, -10.9
Cc1ccc(C(=O)OC/C(O)=C(\C#N)c2nc3ccccc3[nH]2)cc1S(=O)(=O)N1CCOCC1
    -1.1, -0.607, -1.5, -78.6, -0.4, 22.5, -15.6, -0.1, -68.6
C#Cc1ccc([C@@H]2C=C(C(=O)O)O[C@H](OCCCCO)C2)cc1
    1.6, 0.503, 3.1, 12.5, -0.3, 6.8, -24.4, 0.1, -9.3
COc1ccccc1CNC(=O)C(CCSC)NS(=O)(=O)c1ccc2c(c1)oc(=O)n2C (centres undefined)
    2.3, ·, 1.1, -15.4, 0.4, 13.1, -21.2, -0.3, -17.3
Cc1c(C(=O)NCCN2C(=O)S/C(=C\c3cccs3)C2=O)cccc1[N+](=O)[O-]
    1.1, 0.369, 0.4, -0.3, 1.1, 8.6, -28.6, 0.4, -14.1
CCC1(C)CC(c2csc(N)n2)CCO1 (centres undefined)
    6.9, -1.57, -3.6, 13.7, -1.6, 13.6, -31.8[20 µM], -0.1, -13.5
CCN(C(=O)CSc1nnc(-c2cccs2)n1CC)C1CCS(=O)(=O)C1 (centres undefined)
    -3.2, 0.00595, -2.3, -1.8, 2.4, 32.7, -32.8, 0.8, -21.7
COc1ccc(OC)c(NC(=O)c2ccc(NS(=O)(=O)c3c(C)noc3C)cc2)c1
    -11.7, -0.488, 2.9, -1.0, 1.2, 8.6, -6.0, 0.5, -9.9
COCc1c(C(=O)OCc2c(C)noc2C)oc2ccccc12
    -0.1, 0.366, -3.3, -4.7, -1.0, 13.4, -42.4, -0.6, -8.5
O=C(C1CCCN(Cc2cccc(F)c2)C1)N1CCCCC1 (centres undefined)
    -6.6, 0.129, -5.4, -2.2, 0.0, 12.2, -14.9[20 µM], 0.4, -13.7
O=C(NCc1ccccc1)c1sc(=S)n2c1[nH]c(=O)c1ccccc12
    -6.4, 20*, 24.6, 6.9, 3.6, 30.5, -27.6[20 µM], 0.2, 27.6
O=C(CCCc1ccccc1)NC1CCSC1=O (centres undefined)
    10.8, ·, -6.9, -22.1, 0.7, -6.4, -14.3, 0.2, -8.4
Nc1cc(=O)nc(SCC(=O)Nc2ccccc2)n1-c1ccccc1
    0.0, 0.377, 0.0, 0.9, 1.9, 7.4, -20.5, 0.8, -16.5
O=C(CCCN1C(=O)S/C(=C\c2ccccc2)C1=O)NNC(=O)c1ccccc1O
    -5.1, -0.0757, ·, -30.9, -1.5, 21.0, -12.2, 0.8, -10.6
CC1=C(C(=O)OC(C)C)C(c2cccnc2)n2ncnc2N1 (centres undefined)
    -4.2, ·, 2.6, -32.1, 0.7, 36.9, -28.3, 0.9, 2.9
O=C(NCc1ccccc1)N[C@@H](Cc1c[nH]c2ccccc12)C(=O)O
    10.9, 0.331, -3.1, -8.0, 0.6, 18.6, -8.4, 0.1, -11.2
CC(C)c1ccc(C(=O)NC(=S)Nc2ccc3[nH]c(=O)[nH]c3c2)cc1
    -46.7, -0.22, -4.0, -10.5, -2.7, 2.5, -16.0, -0.2, -3.0
Cc1nnc(NC(=O)/C=C/c2ccco2)s1
    -33.1, 0.0705, 1.3, 13.5, 0.1, 18.3, 8.2, 0.1, -1.2
Cc1nc2n(n1)CC(O)CS2 (centres undefined)
    5.3, ·, -4.4, -44.3, 1.0, -13.7, -25.2, 0.9, -7.5
C/C(=N\NC(=O)CCc1ccccc1)c1ccc(Br)cc1
    0.1, 0.633, -3.2, 17.5, -1.1, 22.5, -22.4, 0.7, 5.0

# Screening results: PubChem, several laboratories

# No enrichment for hits. Share with any hit: about 3.6%.
